# HCV inh – HCV inhibition; Huh7.5.1 HCVcc-Cre infection, luciferase reporter, 44 h; Potency, µM (titrated, usually from 41.8 µM), inactives show top-dose activity change, negative = inhibition, most hits filed as inhibitors; actives 3.4% (n = 340,000); AID 651820; note: potency is the fitted concentration of half-maximal effect
#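 Cells seeded at 1,000/well and cultured 4 h, then compounds added followed by HCVcc-Cre virus (~0.5 moi). After 44 h further culture, luciferase substrate was added, plates held 15 min at room temperature, and luminescence read for 15 sec.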
# Sm TGR block – S. mansoni TGR enzyme inhibition | Q962Y6 | purified TGR, DTNB reduction, TNB absorbance 405 nm | Potency, µM (highest dose often 114 µM), for the others: at the top dose activity change, negative = inhibition, hits mostly inhibitors | actives 3% (n = 360,000); note: potency is the fitted concentration of half-maximal effect; nearly all actives have a fitted effect of over 60% in size
#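 Kinetic colorimetric format: TGR-catalysed, NADPH-driven DTNB reduction monitored via TNB absorbance. Enzyme dispensed at 20 nM; compound exposure 15 min at room temperature before reaction start.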
# HCMV antiviral – blocks human cytomegalovirus replication; actives 4.5% (n = 410,000); HFF cells, HCMV-luciferase reporter, 72 h; stronger effect = lower value; activity change, negative = inhibition, % at 57.5 µM; in the data active = activity change below about -60%; inconclusive = no clear call, values can overlap the other calls; inactive = above about -39%
#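 Two-dose cell screen: HFF monolayers treated with compounds and infected with luciferase-expressing HCMV at 1 PFU/cell, 72 h at 37C, then lysed for luciferase measurement.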
# AmpC detergent – inhibitors of E. coli AmpC beta-lactamase with detergent; actives 0.041% (n = 370,000); AID 485294; Potency, µM (top dose mostly 114 µM), for the others: at the top dose activity change, negative = inhibition, most hits filed as inhibitors; AmpC hydrolysis of nitrocefin, absorbance 480 nm, 0.01% Triton;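 note: potency is the fitted concentration of half-maximal effect; 0% = no-compound wells and -100% = no-enzyme wells; nearly all actives have a fitted effect of over 25% in size; some results filed as inactive show a strong effect at the top dose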
# Target sequence (P00811 whole entry, looked up): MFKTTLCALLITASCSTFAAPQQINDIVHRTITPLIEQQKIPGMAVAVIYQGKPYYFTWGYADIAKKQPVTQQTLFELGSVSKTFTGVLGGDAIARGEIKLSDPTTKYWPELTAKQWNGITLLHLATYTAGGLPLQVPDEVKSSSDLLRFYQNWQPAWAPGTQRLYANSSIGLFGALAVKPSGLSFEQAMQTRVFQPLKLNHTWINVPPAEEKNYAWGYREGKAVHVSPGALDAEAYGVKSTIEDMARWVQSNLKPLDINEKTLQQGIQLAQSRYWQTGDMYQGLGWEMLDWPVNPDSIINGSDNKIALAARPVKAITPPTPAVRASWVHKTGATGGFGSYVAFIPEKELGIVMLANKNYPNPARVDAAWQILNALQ
#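 20 mM phosphate pH 7.0 + 0.01% (detergent screen) or 0.0001% Triton X-100; 5.3 nM AmpC reagent; cpd preinc 15 min RT; nitrocefin (800 uM stock) to start; A480 q20 s × 4 min; Activity was normalised to no-enzyme and no-compound control wells.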
# AmpC no deterg – blocks E. coli AmpC beta-lactamase in detergent-free assay. Potency, µM (series often up to 57.1 µM), inactives show at the highest dose activity change, negative = inhibition, most hits filed as inhibitors. AmpC nitrocefin hydrolysis, absorbance 480 nm, 0.0001% Triton. AID 485341. actives 0.52% (n = 330,000). P00811;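 note: potency is the fitted concentration of half-maximal effect; plate controls were no compound for no effect and no enzyme for full effect; nearly all actives have a fitted effect of over 20% in size; some results filed as inactive show a strong effect at the top dose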
#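 AmpC (5.3 nM in the dispensed reagent) in 20 mM phosphate pH 7.0 with 0.01% (detergent screen) or 0.0001% Triton X-100 was preincubated with compounds for 15 min at room temperature. Nitrocefin was then added from an 800 uM solution, and hydrolysis was followed at 480 nm.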
# Giardia FBPA inh – blocks Giardia fructose-bisphosphate aldolase activity; A8B2U2; purified Giardia FBPA; Potency, µM (doses to about 59.6 µM), for inactives: top-dose activity, negative = inhibition, usual class: inhibitors; actives 0.71% (n = 290,000); AID 2451; note: potency is the fitted concentration of half-maximal effect; nearly all actives have a fitted effect of over 55% in size
# Target sequence (A8B2U2 whole entry, looked up): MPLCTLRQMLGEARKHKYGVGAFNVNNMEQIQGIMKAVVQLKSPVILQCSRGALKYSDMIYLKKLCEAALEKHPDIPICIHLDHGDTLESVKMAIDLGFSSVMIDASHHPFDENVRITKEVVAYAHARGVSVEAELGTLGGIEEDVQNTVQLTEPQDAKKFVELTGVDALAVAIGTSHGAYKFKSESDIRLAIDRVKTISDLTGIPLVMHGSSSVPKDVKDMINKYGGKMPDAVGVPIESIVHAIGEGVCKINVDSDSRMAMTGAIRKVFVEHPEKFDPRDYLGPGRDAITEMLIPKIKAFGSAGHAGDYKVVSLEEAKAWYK
#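 40 nM FBPA preincubated 10 min at RT with compound (up to 57.5 uM final), then substrate plus GAPDH/TPI/NAD/arsenate coupling and diaphorase/resazurin added. Fluorescence read after 20 min at RT, 525/598 nm.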
# * marks the source's active call; other numbers are inactive results; ? = inconclusive; . = not tested or not shown; & = joins results of further samples; [ ] = another dose, or the depositor's remark. Unless noted, calls come from the whole dose curve; as a rule, active = well fitted curve in the direction sought with a large enough effect; inconclusive = small, poorly fitted or top-dose-only effect, or another doubt; inactive = no such curve, though single readings can be large; an effect the other way counts as inactive or inconclusive. Unless noted, % is set by controls: 0 for no effect and ±100 for the full control effect.
molecule	HCV inh	Sm TGR block	HCMV antiviral	AmpC detergent	AmpC no deterg	Giardia FBPA inh
COc1ccc(NC(=O)c2ccc(NC(=O)CCS(=O)(=O)c3cccs3)cc2)cc1Cl	.	4%	62	17%	.	.
CC(=O)Nc1ccc(C(=O)CSc2nnc(-c3ccc(O)cc3)n2CC2CCCO2)cc1 (configuration not stated)	19%	-22%	39	?	-23%	-13%
O=C(O)c1ccccc1N1C(=O)c2cccc3cccc(c23)C1=O	28%	3%	-15	-14%	-6%	5%
COCCCNc1oc(/C=C/c2ccccc2)nc1C#N	-26%	-31%	-1	-6%	13%	-7%
Cn1cccc1/C=C1\SC(=S)N(NC(=O)c2ccc(Cl)cc2)C1=O	-4%	-22%	-5	-8%	-38%	-28%
Cc1cc(C)cc(N(CCC#N)C(=O)CN2C(=O)NC3(CCCC3)C2=O)c1	8%	7%	-4	-9%	7%	8%
CCCC(=O)Nc1ccc(C(=O)O)cc1NC(=O)CCC	3%	7%	-9	2%	-11%	3%
O=C(CN1C(=O)C2CCCCC2C1=O)N1CCN(c2ccccc2)CC1 (configuration not stated)	0%	.	-22	7%	0%	1%
CC1Cc2cc(S(=O)(=O)N3CCC(C(=O)N4CCCCC4)CC3)ccc2N1C(=O)C1CC1 (configuration not stated)	-5%	-7%	-21	4%	112%[activator]	12%
CN(C)CCN1CC(C(=O)O)CC1=O (configuration not stated)	-8%	1%	?	-6%	-3%	5%
CCn1cc(C(=O)NCCC(=O)NC(C)C)c(=O)c2cc3c(cc21)OCO3	4%	-3%	6	-3%	-15%	3%
O=S1(=O)[C@H]2CC3O[C@]2(C[C@@H]3c2ccc(F)cc2)CN1Cc1ccc(Cl)cc1	?	-4%	-12	2%	-1%	-13%
O=C(CSCc1ccc(Cl)cc1)N/N=C/c1c(Cl)cccc1Cl	-20%	1%	?	-6%	-33%	4%
Cc1[nH]n(-c2ccc([N+](=O)[O-])cc2)c(=O)c1C=NCCN1CCN(C(=O)c2ccccc2)CC1	3%	-28%	47	-1%	39%	4%
Nc1c(N=Nc2cccc(Cl)c2)c(=O)[nH]n1-c1ccccc1	-49%	0%	-2	?	-30%	1%

# Two entries from above, with values under each structure:
# Order of values: HCV inh, Sm TGR block, HCMV antiviral, AmpC detergent, AmpC no deterg, Giardia FBPA inh
- CC(=O)Nc1ccc(C(=O)CSc2nnc(-c3ccc(O)cc3)n2CC2CCCO2)cc1 (configuration not stated)
    19%, -22%, 39, ?, -23%, -13%
- CCn1cc(C(=O)NCCC(=O)NC(C)C)c(=O)c2cc3c(cc21)OCO3
    4%, -3%, 6, -3%, -15%, 3%

# Next entries follow:
molecule	HCV inh	Sm TGR block	HCMV antiviral	AmpC detergent	AmpC no deterg	Giardia FBPA inh
Cc1csc(NC(=O)CCC(=O)c2cccs2)n1	4%	-30%	-21	?	-28%	-10%
CC(=O)Nc1ccc(S(=O)(=O)NCCC(=O)OCC(=O)c2ccc(Br)cc2)cc1	21%	2%	4	-10%	-24%	.
COc1cccc(/C=C/C(=O)OCC(=O)NCCc2ccccc2)c1	8%	11%	33	1%	-1%	1%
CC12CCC(=O)N1C(C(=O)NNC(=O)c1ccc(F)cc1)CS2 (configuration not stated)	5%	-8%	3	0%	0%	.
CCn1c(SCC(=O)Nc2c(C)n(C)n(-c3ccccc3)c2=O)nnc1-c1cccc(C)c1	0%	3%	17	-17%	1%	6%
CC(NC(=O)c1cc(Sc2ccc(F)cc2F)nc2ccccc12)c1ccccc1 (configuration not stated)	.	2%	?	8%	.	.
COc1cccc(NC(=O)NNC(=O)CCc2ccc(O)c(O)c2)c1	13%	?	-20	-4%	-20%	-11%
CCOc1ccc(Nc2nc3ccccc3n3nnnc23)cc1	13%	0%	-19	-20%	-22%	-5%
COc1ccc(OC)c(N(CC(=O)NCc2cccnc2)S(C)(=O)=O)c1	5%	-3%	-16	-12%	4%	-5%
C/C(N)=C(/C#N)C(=O)CSc1nc2cc(Cl)ccc2c(=O)n1-c1ccc(C)cc1	7.1µM*	-5%	?	4%	-25%	-4%
Cc1cccc(S(=O)(=O)Nc2ccc3c(c2)OCCO3)c1	-18%	-8%	-27	-4%	-35%	-2%
Nc1cc(=O)[nH]c(SCC(=O)c2ccc(O)cc2O)n1	17%	-10%	16	-1%	-30%	-12%
CCCCCCCCNC(=O)C(CCC(=O)OCc1ccccc1)NC(C)=O (configuration not stated)	4%	-5%	1	0%	208%[activator]	-3%
NC(=O)c1nsc(C(=O)N(c2ccc(F)cc2)C(C(=O)NCC2CCCO2)c2c[nH]c3ccccc23)c1N (configuration not stated)	-6%	25µM*	7	1%	20%	7%
CSc1ccc(/C=C/C(=O)OCC(=O)N2CCCCCC2)cc1	-13%	.	8	.	-7%	.
Cc1cccc(NC(=O)C[n+]2ccccc2)c1	20%	9%	5	-13%	-11%	-19%
CCCCCn1c(=O)c(C(=O)OCC)c(O)c2ccccc21	14%	-4%	64	?	-35%	-19%
Cc1ccc(S(=O)(=O)Nc2ccc(N3CCOCC3)cc2)cc1	8%	-33%	6	?	-21%	-6%
Cc1[nH]c2ccccc2c1C(=O)CSC(=S)N(C)C1CCCCC1	-9%	7%	-26	?	-17%	-15%
CN(CCO)S(=O)(=O)c1ccc2c(c1)C(=NN)c1cc(S(=O)(=O)N(C)CCO)ccc1-2	-16%	-2%	-31	3%	61%[activator]	3%
CCc1cccc(NC(=O)CCCn2c(=O)[nH]c3ccsc3c2=O)c1	-1%	-8%	-7	-4%	-29%	2%
COCCCNS(=O)(=O)c1cc(-c2onc(C)c2C)ccc1OC	.	-3%	-10	0%	.	.
CCCn1c(N2CCN(C(=O)/C=C/C(=O)O)CC2)nc2ccccc21	22%	-6%	0	-14%	-9%	1%
COC(=O)c1sccc1NC(=O)CC1C(=O)NCCN1C(=O)Nc1cc(Cl)ccc1OC (configuration not stated)	-4%	7%	6	4%	161%[activator]	-8%
Oc1c(Br)cc(/C=N/n2c(-c3ccccc3)n[nH]c2=S)c(Br)c1O	.	?	.	0%	-36%	-27%
O=C(Nc1ccc(N2CCOCC2)cc1)c1cccc(S(=O)(=O)N2CCCC2)c1	6.3µM*	-16%	.	-8%	-36%	-16%
c1ccc2c(c1)CCN(C1CCCCC1)C2	4%	-25%	-15	3%	-18%	?
CCC(C)(C)C1CCC(=NNc2nc3ccccc3[nH]2)CC1 (configuration not stated)	?	-14%	?	-3%	-30%	1%
O=C(CCN1C(=O)C2CC=CCC2C1=O)OCC(=O)c1ccc(F)cc1 (configuration not stated)	4%	.	-76*	.	-23%	.
CC(=O)N1c2ccc(S(=O)(=O)NCCC(=O)N(C)C3CCCCC3)cc2CC1C (configuration not stated)	-13%	0%	-40	-1%	41%	1%

# Three entries out of the list, sorted by number of heavy atoms, lowest first:
molecule	HCV inh	Sm TGR block	HCMV antiviral	AmpC detergent	AmpC no deterg	Giardia FBPA inh
CN(C)CCN1CC(C(=O)O)CC1=O (configuration not stated)	-8%	1%	?	-6%	-3%	5%
CSc1ccc(/C=C/C(=O)OCC(=O)N2CCCCCC2)cc1	-13%	.	8	.	-7%	.
CC(=O)Nc1ccc(C(=O)CSc2nnc(-c3ccc(O)cc3)n2CC2CCCO2)cc1 (configuration not stated)	19%	-22%	39	?	-23%	-13%

# (cont.)
molecule	HCV inh	Sm TGR block	HCMV antiviral	AmpC detergent	AmpC no deterg	Giardia FBPA inh
COc1ccc(-c2nn(-c3ccccc3)cc2C2NC(=O)NC(C)=C2C(=O)OC(C)C)cc1Cl (configuration not stated)	.	-10%	-3	-4%	.	.
Cc1ccc(-c2csc3ncnc(-n4nc(C)cc4N)c23)cc1	0%	6%	2	-11%	21%	4%
O=C1CCCC2=C1C1(CCCC1)N=C(Nc1nc3ccccc3o1)N2	.	?	33&-12	?	-16%	1%
CC1Cn2c(nnc2-c2ccc(F)cc2)S1 (configuration not stated)	6%	1%	-2	?	-15%	1%
O=C(COC(=O)c1ccccc1Oc1ccccc1)NCc1ccco1	22%	16µM*	30	-21%	-14%	2%
Oc1ccc(C(=S)N2CCN(Cc3ccccc3)CC2)cc1	3%	14%	7	3%	-46%	18µM*
COCCn1c(SCC(=O)Nc2ccc3c(c2)OCCO3)nc2c(c1=O)SC(C)C2 (configuration not stated)	-14%	6%	58	7%	-12%	-3%
CC(C)N1CCN(Cc2cccn2-c2ccccn2)CC1CCO (configuration not stated)	7%	-9%	24	-4%	-38%	2%
O=C(NCCCn1ccnc1)c1csc2ccccc12	-1%	7%	-20	-5%	-13%	0%
C=C1CC2C(=O)N(Cc3ccccc3)C(C(=O)OCC)(C(=O)OCC)C1N2C(=O)OC(C)(C)C (configuration not stated)	19%	.	7	.	.	-1%
COc1cc(C(=O)NC2Cc3ccccc3C2)ccc1OC1CCN(C(C)=O)CC1	-26%	-1%	33	-16%	48%	.
Cc1ccc(-n2c(Cc3cccn3C)nnc2SCC(=O)NCc2ccc3c(c2)OCO3)cc1	-26%&11%	-29%	-21	?	55%	-13%
COC(=O)c1cc(C(=O)NCc2ccc3c(c2)OCO3)cc([N+](=O)[O-])c1	-21%	-9%	36	?	-23%	15%
CSc1ccccc1OCc1cc(C(=O)NCCN2CCCC(O)C2)no1 (configuration not stated)	-27%	-10%	23	0%	33%	.
O=C1CCCC2=C1C1(CCCC1)N=C(Nc1nc3ccccc3s1)N2	-1%	0%	-26	-1%	-24%	-3%
O=c1[nH]c(CN2CCN(S(=O)(=O)c3cccs3)CC2)nc2c(Br)cc(Br)cc12	0%	-2%	33	-1%	-31%	-1%
CC1CN(S(=O)(=O)c2cc(C(=O)NCCCN3CCCC3=O)ccc2Cl)CC(C)O1 (configuration not stated)	-2%	.	-8	.	-1%	.
COc1ccc(CCC(=O)OCc2csc(CC(=O)Nc3ccc(C)cc3)n2)cc1OC	12%	.	-7	.	46%	.
O=C(CN1C(=O)NC2(CCc3ccccc3C2)C1=O)Nc1ccc(Cl)cc1F (configuration not stated)	-3%	-35%	54	-7%	-52%	5%
Cc1cc(S(=O)(=O)Nc2cc3c(cc2NCc2ccccc2)n(C)c(=O)n3C)ccc1F	.	-7%	-21	3%	.	.
Cc1ccc(C(=O)N/C(=C\c2ccco2)C(=O)N2CCCCC2)cc1	-9%	?	-13	-1%	-9%	-3%
O=C(O)CCC(=O)NNc1ncnc2ccccc12	16%	9%	20	3%	-10%	-11%
Clc1ccccc1C1Nc2cccc3cccc(c23)N1	-2%	18µM*	-4	?	-31%	-12%
Cc1nc(N2CCOCC2)[nH]c(=O)c1C	8%	0%	5	1%	-4%	-1%
COC(=O)c1ccc(CSc2nc3c(c(=O)[nH]2)CCC3)cc1	.	-4%	-6&-3	2%	.	.
COc1ccccc1CNC(=O)C(C)NS(=O)(=O)c1ccc(C)cc1 (configuration not stated)	?	-4%	-31	4%	-1%	1%
COC(=O)c1ccc(/C=N/NC(=O)CC(=O)NCC(C)C)cc1	7%	-11%	15	2%	?	2%
NC(N)=Nc1nc2cc([N+](=O)[O-])ccc2o1	-8%	-14%	-71*	0%	-26%	-2%
